Myeloid diff MLP = induction of myeloid progenitor differentiation, primary screen, cell-based, flow cytometry, MLPCN library; actives 1% (n = 360,000); ER-HoxA9 myeloid progenitors, lysozyme-GFP differentiation; AID 624256, 2012; calls only at 10 µM;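 active means normalized GFP-positive differentiation at or above the plate's own cutoff, the solvent-only control mean plus 3 SD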;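 further: cells exposed to compound for four days before flow analysis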
ER stress rescue = rescue of cells from ER stress-induced death, primary screen, 384-well, CSM14.1, thapsigargin, ATP luminescence (AID 1222); 190,000 tested, under 10 active; cellular ATP content (survival), % at 20 µM, or EC50 in µM where a hit was titrated; CSM14.1 thapsigargin-induced death rescue, ATP luminescence; higher % means a stronger effect;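 active means EC50 below 50 µM in the dose-response confirmation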;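 further: death triggered by thapsigargin at about 15 µM added after 2 h compound pretreatment; cell ATP read after overnight thapsigargin exposure of roughly 18 to 22 hours; normalized against plate controls of thapsigargin alone and 5% DMSO vehicle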
human PMI inhibitors = human PMI inhibitors, high substrate, primary screen, biochemical, fluorescence intensity, high mannose 6-phosphate (AID 1220); actives 0.66% (n = 190,000); inhibition, % at 20 µM; hits with a dose series show IC50 in µM; recombinant PMI enzyme, coupled fluorescence intensity; higher % means a stronger effect
TNAP activators = human TNAP enzyme activators, primary screen, biochemical, luminescent, no phosphate acceptor, uHTS (AID 1001). Alkaline phosphatase, tissue-nonspecific isozyme (Homo sapiens). purified TNAP, luminescent activation assay, no phosphate acceptor; higher activation fold means a stronger effect. one-dose activation fold at 20 µM; EC50 in µM for titrated hits. actives 0.03% (n = 200,000); in the data active means activation fold from about 3, or a potency from the dose series; inactive means the rest, 99 in 100 with activation fold below about 1.6; further: many of its hits are not listed in these tables
LYP inhibition = inhibitors of LYP phosphatase, biochemical, fluorescence intensity, uHTS (AID 1779) | Tyrosine-protein phosphatase non-receptor type 22 (Homo sapiens) | recombinant LYP phosphatase, fluorescence intensity; higher % means a stronger effect | inhibition, % at 11.5 µM, or IC50 in µM where a hit was titrated | actives 0.054% (n = 290,000);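 further: plate controls were vehicle with enzyme for no effect and no enzyme for full effect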
P. falciparum M17LAP = P. falciparum M17LAP inhibitors, primary screen, biochemical, fluorogenic H-Leu-NHMec substrate, 1536-well (AID 1619). actives 0.38% (n = 220,000). recombinant M17LAP, H-Leu-NHMec fluorogenic kinetic assay; higher % means a stronger effect. Leucine aminopeptidase (Plasmodium falciparum (isolate 3D7)). inhibition, % at 30 µM, or IC50 in µM where a hit was titrated;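 active means compound inhibiting the enzyme by more than half at any dose during confirmatory dose-response retesting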;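 further: plate controls were full reaction with DMSO carrier for no effect and no enzyme background for full effect; strong numbers were not always called active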
M1AAP inhibition = P. falciparum M1AAP inhibitors, biochemical, fluorogenic H-Leu-NHMec substrate, 1536-well (AID 1445); one-dose inhibition, % at 30 µM; IC50 in µM for titrated hits; recombinant M1AAP, H-Leu-NHMec fluorogenic kinetic assay; higher % means a stronger effect; Aminopeptidase N (Plasmodium falciparum (isolate 3D7)); actives 0.42% (n = 220,000);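 active means primary inhibition above the hit cutoff, then over 50% inhibition at one or more dose response concentrations, cut at about 23% in these data, passing the limit was not always enough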;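 further: plate controls were DMSO full reaction for no effect and no enzyme background for full effect; strong numbers were not always called active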
human PMI inhibition = inhibitors of human PMI, primary screen, biochemical, fluorescence intensity, coupled assay (AID 1209); one-dose inhibition, % at 20 µM; IC50 in µM for titrated hits; Mannose-6-phosphate isomerase (Homo sapiens); purified PMI enzyme, coupled fluorescence intensity; higher % means a stronger effect; actives 0.42% (n = 190,000);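 further: plate controls were DMSO vehicle for no effect and wells lacking substrate for full effect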
XIAP displacement = XIAP antagonists, biochemical, IAP family, fluorescence polarization (AID 1018). displacement, % at 20 µM; hits with a dose series show IC50 in µM. XIAP BIR domain, fluorescence polarization peptide displacement; higher % means a stronger effect. actives 0.007% (n = 200,000). E3 ubiquitin-protein ligase XIAP (Homo sapiens); in the data active means displacement above about 50%; further: a part of the inactive calls stands beside numbers as strong as those of hits
Myeloid diff MLP GFP+ MAC1+ % = second read-out of Myeloid diff MLP, no call of its own (marks repeat the call); GFP+ MAC1+ double positive, %; measured here: differentiation confirmed by MAC1 staining
Active calls of the source: *; i = inactive; · = not tested or not shown. Unless noted, no stated cut-off is given here; in the data, active means inhibition above about 50%; inactive means the rest. Compounds were not picked by outcome. Share with any hit: about 2.7%.

Codes: A = Myeloid diff MLP; B = Myeloid diff MLP GFP+ MAC1+ %; C = ER stress rescue; D = human PMI inhibitors; E = TNAP activators; F = LYP inhibition; G = P. falciparum M17LAP; H = M1AAP inhibition; I = human PMI inhibition; J = XIAP displacement
COc1ccc(CCNC(=O)CCS(=O)(=O)c2ccc3c(c2)CCN3C(C)=O)cc1OC
  A = i	B = 0.5	C = -0.6%	D = 4%	E = 1.1	F = -7%	G = 8%	H = 0%	I = 3%	J = -1.9%
CCN(CC)S(=O)(=O)c1cccc(C(=O)NCC(c2ccccc2)N(C)C)c1 (stereo not drawn)
  A = i	B = 0.1	C = -0.2%	D = -21%	E = 1.1	F = -10%	G = 9%	H = 13%	I = -14%	J = -4.0%
C=CCn1c(SCC(=O)NC(=O)c2cccc([N+](=O)[O-])c2)nnc1-c1ccccc1
  A = i	B = 1.0	C = -6.3%	D = 8%	E = 1	F = -6%	G = 10%	H = 9%	I = 2%	J = -2.7%
CCc1cc2c3c(c(=O)oc2cc1O)CCCC3
  A = i	B = 0.7	C = -1.4%	D = 21%	E = 1.1	F = -9%	G = -7%	H = 22%	I = 20%	J = -7.8%
CCOCCCNC(=O)C(c1ccc(OC)cc1)N(Cc1cccs1)C(=O)c1ccccn1 (stereo not drawn)
  A = i	B = 1.5	C = 0.1%	D = 7%	E = 1	F = -3%	G = 3%	H = -11%	I = 7%	J = -4.4%
FC(F)(F)c1ccc2c(c1)NCC1CCCN21 (stereo not drawn)
  A = i	B = 1.0	C = 1.7%	D = 16%	E = 1.1	F = 2%	G = 5%	H = 7%	I = 24%	J = -5.0%
O=C(CCN1C(=O)C2(OCCO2)c2ccccc21)c1ccccc1
  A = i	B = 1.0	C = -1.3%	D = -6%	E = 1	F = -1%	G = -9%	H = 5%	I = -7%	J = -5.2%
C=CCOc1ccc(CNc2nccs2)cc1OCC
  A = i	B = 0.8	C = -2.9%	D = 10%	E = 1.1	F = -3%	G = 8%	H = 3%	I = 4%	J = 2.4%
O=C1/C(=C/c2ccccn2)SC(=S)N1Cc1ccccc1
  A = i	B = 0.7	C = ·	D = ·	E = ·	F = -1%	G = 1%	H = -2%	I = ·	J = ·
Cc1[nH]n(-c2ccc([N+](=O)[O-])cc2)c(=O)c1C=NCCN1CCN(C(=O)c2ccc(Br)cc2)CC1
  A = i	B = 0.6	C = -2.4%	D = 6%	E = 0.9	F = 4%	G = 5%	H = -1%	I = 7%	J = -8.8%
COc1ccc(N(CC(=O)Nc2ccccc2C(N)=O)S(=O)(=O)c2ccc(C)c([N+](=O)[O-])c2)cc1
  A = i	B = 0.3	C = 4.1%	D = 11%	E = 1.1	F = -2%	G = 4%	H = 7%	I = 5%	J = -5.6%
COc1ccc(Nc2ccc(N3C(=O)CCC3=O)cc2[N+](=O)[O-])cn1
  A = i	B = 0.4	C = -0.8%	D = 0%	E = 0.9	F = 2%	G = 0%	H = 0%	I = -4%	J = -2.6%
CC(C)(CCl)C(=O)Nc1ccnc(-c2ccncc2)n1
  A = i	B = 0.4	C = -3.7%	D = -5%	E = 1	F = -2%	G = -3%	H = 0%	I = -14%	J = -6.9%
O=C(/C=C/c1ccco1)NCc1ccccn1
  A = i	B = 0.2	C = -1.2%	D = -10%	E = 1.1	F = 3%	G = 7%	H = 3%	I = -12%	J = -5.3%
O=C(CCCCn1c(=O)[nH]c2ccccc2c1=O)NC1CCN(Cc2ccccc2)CC1
  A = i	B = 2.3	C = -1.5%	D = 2%	E = 1.1	F = -5%	G = -1%	H = 1%	I = 2%	J = -6.5%
Cc1ccc(C(=O)N2N=C3c4ccccc4S(=O)(=O)N3[C@H]2N(C)C)cc1
  A = i	B = 0.2	C = -0.3%	D = 13%	E = 1.1	F = -7%	G = 18%	H = 11%	I = 11%	J = -1.0%
CCN(CC)S(=O)(=O)c1cc(C(=O)OCC(=O)NC2CCCc3ccccc32)ccc1C (stereo not drawn)
  A = i	B = 0.3	C = 0.8%	D = 12%	E = 1.2	F = 3%	G = 5%	H = 3%	I = 11%	J = -4.7%
CCOC(=O)/C(=N\Nc1ccc(Cl)cc1)Sc1nnc(-c2ccc(OC)cc2)n1C
  A = i	B = 0.3	C = -2.3%	D = 2%	E = 1	F = 8%	G = -3%	H = -3%	I = 9%	J = -5.4%
Cc1nc(C)c(CCNC(=O)c2ccccc2Br)s1
  A = i	B = 1.1	C = -2.0%	D = 9%	E = 1	F = 1%	G = 1%	H = 11%	I = 15%	J = -19%
CC(=O)NCCN=Cc1sc2ccccc2c1O
  A = i	B = 1.1	C = -1.8%	D = 12%	E = 1	F = -1%	G = 5%	H = 7%	I = 13%	J = -5.1%
CCc1nn(CC(=O)Nc2ccc(Br)c(C)c2)c(=N)s1
  A = i	B = 1.2	C = -1.0%	D = -9%	E = 1	F = -2%	G = 35%	H = -1%	I = -20%	J = -1.9%
CC(=O)N1CC=C2C(C#N)=C(N)C(C#N)(C#N)C(C)C2C1 (stereo not drawn)
  A = i	B = 0.1	C = -1.1%	D = 9%	E = 1	F = 2%	G = -12%	H = 1%	I = 18%	J = -5.0%
CC1CCCCC1NC(=O)c1ccc(N2CCCC2=O)cc1 (stereo not drawn)
  A = i	B = 8.6	C = -2.1%	D = 2%	E = 1.2	F = -8%	G = 9%	H = -1%	I = -1%	J = -0.3%
Clc1ccc(C2CSc3c4ncnc-4ncn32)cc1 (stereo not drawn)
  A = i	B = 0.8	C = ·	D = ·	E = ·	F = -5%	G = 6%	H = -4%	I = ·	J = ·
COc1cc2cc(CN(Cc3cccnc3)C(=O)Nc3ccccc3)c(=O)[nH]c2cc1OC
  A = i	B = 0.3	C = 5.6%	D = -2%	E = 1	F = -5%	G = 11%	H = 10%	I = -4%	J = -7.1%

New compounds follow
Codes: A = Myeloid diff MLP; B = Myeloid diff MLP GFP+ MAC1+ %; C = ER stress rescue; D = human PMI inhibitors; E = TNAP activators; F = LYP inhibition; G = P. falciparum M17LAP; H = M1AAP inhibition; I = human PMI inhibition; J = XIAP displacement
Cc1cc(C2=NNC(=NC3CC3)SC2)c(C)n1-c1ccccc1
  A = i	B = 0.1	C = -7.6%	D = 14%	E = 1.1	F = 6%	G = 14%	H = 4%	I = 19%	J = -2.2%
O=C(Nc1ccc(F)c(Cl)c1)N1CCCC1
  A = i	B = 0.4	C = 2.4%	D = 7%	E = 1.1	F = -8%	G = -9%	H = -3%	I = 9%	J = -2.7%
O=C(NCC1CCCO1)c1ccc(NS(=O)(=O)c2ccccc2)cc1 (stereo not drawn)
  A = i	B = 1.3	C = -0.1%	D = 12%	E = 1	F = -10%	G = -3%	H = -1%	I = 11%	J = -18%
Cc1ccc(C(=O)N/C(=C\c2ccccc2)C(=O)NCc2cccnc2)cc1
  A = i	B = 0.1	C = 0.5%	D = -5%	E = 1.1	F = -2%	G = 5%	H = -1%	I = 0%	J = -0.5%
c1ccc2c(c1)oc1c(Nc3ccc4c(c3)OCCO4)ncnc12
  A = i	B = 0.4	C = -1.3%	D = 5%	E = 1.1	F = -5%	G = 6%	H = 4%	I = 11%	J = -3.3%
CCOC(=O)c1cc2c(=O)n3cccc(C)c3nc2n(CC(C)C)c1=NC(=O)c1ccco1
  A = i	B = 0.2	C = ·	D = ·	E = ·	F = -36%	G = -244%	H = 4%	I = ·	J = ·
Cc1noc(C)c1CN(C(=S)NC(C)C)c1ccccc1
  A = i	B = 0.0	C = -2.5%	D = -3%	E = 1	F = 1%	G = 3%	H = 9%	I = 3%	J = -0.5%
CCC(=NCCc1ccccc1)C1=C(O)CCC1=O
  A = i	B = 0.9	C = 0.0%	D = 0%	E = 1.1	F = 0%	G = 12%	H = 14%	I = -3%	J = -0.6%
c1ccc(COc2cccc(CN3CCN(c4ccccn4)CC3)c2)cc1
  A = i	B = 2.6	C = -1.2%	D = -12%	E = 1.1	F = -2%	G = 11%	H = 5%	I = 12%	J = -6.1%
O=C(CN1CCOCC1)NNc1nc(-c2ccccc2)c2cc(Br)ccc2n1
  A = i	B = 1.7	C = -1.7%	D = -8%	E = 2.3	F = -7%	G = 3%	H = 21%	I = -4%	J = -4.2%
CN(C)CC(C)(C)CNC(=S)NCc1ccc2c(c1)OCO2
  A = i	B = 1.0	C = -0.7%	D = 0%	E = 1	F = -5%	G = 12%	H = -3%	I = 1%	J = -15%
Cc1cccc(N2N=C(C(=O)Nc3nc(C)cs3)CCC2=O)c1
  A = i	B = 0.4	C = -0.8%	D = 7%	E = 1.1	F = 10%	G = 15%	H = -1%	I = 4%	J = -3.2%
CCOc1cc2[nH]c(=S)n(CC3CCCN3CC)c(=O)c2cc1OCC (stereo not drawn)
  A = i	B = 3.1	C = -2.8%	D = 1%	E = 1.1	F = -5%	G = 1%	H = 3%	I = 4%	J = -5.0%
CCC(C)C(NC(=O)C1CCC(C)CC1)C(=O)NCc1cccnc1 (stereo not drawn)
  A = i	B = 1.1	C = -1.7%	D = 2%	E = 1.1	F = 5%	G = 8%	H = 1%	I = 5%	J = -2.8%
CC(C)(C)n1nnnc1C(c1cccc(C(F)(F)F)c1)N1CCOCC1 (stereo not drawn)
  A = i	B = 6.7	C = 0.3%	D = 0%	E = 1.1	F = -7%	G = -7%	H = 0%	I = 2%	J = -2.1%
COCCn1cnnc1SCC(=O)Nc1cccc(S(=O)(=O)N(C)c2ccccc2)c1
  A = i	B = 0.1	C = -0.6%	D = 14%	E = 1.1	F = -11%	G = 8%	H = 0%	I = 10%	J = -10%
Cc1cc(Cl)c(OCCCCN2CCOCC2)c(Br)c1
  A = i	B = 1.3	C = -2.2%	D = -6%	E = 1	F = -3%	G = -9%	H = -3%	I = -2%	J = -4.4%
COc1ccc(OC)c(NC(=O)c2ccc(NC(C)=O)cc2)c1
  A = i	B = 1.0	C = 0.4%	D = 10%	E = 1.1	F = -2%	G = 12%	H = -3%	I = 10%	J = -17%
CCN(CC)S(=O)(=O)c1ccc(NC(=O)Cc2cccs2)cc1
  A = i	B = 0.2	C = -1.3%	D = 3%	E = 1.1	F = 3%	G = 1%	H = 2%	I = -5%	J = -8.5%

Among those listed so far, two have a CF3 group.
Codes: A = Myeloid diff MLP; B = Myeloid diff MLP GFP+ MAC1+ %; C = ER stress rescue; D = human PMI inhibitors; E = TNAP activators; F = LYP inhibition; G = P. falciparum M17LAP; H = M1AAP inhibition; I = human PMI inhibition; J = XIAP displacement
FC(F)(F)c1ccc2c(c1)NCC1CCCN21 (stereo not drawn)
  A = i	B = 1.0	C = 1.7%	D = 16%	E = 1.1	F = 2%	G = 5%	H = 7%	I = 24%	J = -5.0%
CC(C)(C)n1nnnc1C(c1cccc(C(F)(F)F)c1)N1CCOCC1 (stereo not drawn)
  A = i	B = 6.7	C = 0.3%	D = 0%	E = 1.1	F = -7%	G = -7%	H = 0%	I = 2%	J = -2.1%

Screens deposited in PubChem BioAssay by several laboratories.
